Rev-RRE block: HIV-1 Rev-RRE binding inhibitors, primary screen, biochemical, FRET, protein-RNA interaction. P05866. Rev peptide-RRE RNA binding. inhibition, % at 8 µM. hit rate 0.79% among 97,000;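 active = inhibition above the screen-wide mean plus 3 SD, cut at about 35% in these data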;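 also: 0% = median DMSO wells and 100% = median Neomycin B control wells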
Target sequence (P05866 whole entry, looked up): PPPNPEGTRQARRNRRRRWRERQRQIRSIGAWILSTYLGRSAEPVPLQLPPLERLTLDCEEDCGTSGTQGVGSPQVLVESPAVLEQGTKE
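Assay system: labelled RRE RNA duplex and labelled Rev peptide / Medium: HEPES pH 7.5 salt buffer with EDTA / Reagent: labelled Rev peptide / Schedule: 5 + 15 min at 25 °C / Signal: FRET, excitation 480 nm, emission 540 nm donor and 671 nm acceptor / Benchmarks: DMSO and neomycin B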
CYP2C19 act: human CYP2C19 activators, primary screen, biochemical, luminescence | Cytochrome P450 2C19 (Homo sapiens), P33261 | recombinant CYP2C19, luciferin-H EGE luminescence; hits give high values; 0 = fully inhibited enzyme, 1 = untreated enzyme | activation factor at 5 µM | 96,000 tested, under 10 active;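 active = activation factor of at least 2 at 5 µM in the primary screen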;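 also: 0 = wells with 2.5 mM tranylcypromine and 1 = vehicle-only wells; values of inactives mirror those of a sister screen read the other way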
PLAP activator: PLAP enzyme activators, biochemical, luminescence, HTS; AID 696, 2007; purified PLAP enzyme, luminescent substrate read-out; hits give high values; activation fold at 20 µM; Alkaline phosphatase, placental type (Homo sapiens), P05187; hit rate 1.2% among 96,000; in the data active = activation fold above about 2
CYP2C9 inhib: blockers of cytochrome P450 2C9 activity – biochemical, luminescence, ADME assay, primary screen; P11712; CYP2C9 Supersomes, luciferin-H conversion; inhibition, % at 5 µM; hit rate 20% among 96,000;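 active = blocking of liver enzyme CYP2C9 beyond about 50% at 5 µM, limit read from the data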; also: values of inactives mirror those of a sister screen read the other way
CYP2C9 act: human CYP2C9 activators, primary screen, biochemical, luminescence; Cytochrome P450 2C9 (Homo sapiens), P11712; recombinant CYP2C9, luciferin-H conversion; hits give high values; factor 1 = untreated enzyme, 0 = blocked; activation factor at 5 µM; hit rate 1.4% among 96,000;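 active = activation factor of 2 or more for CYP2C9 at a 5 µM dose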;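 also: 0 = sulfaphenazole-blocked wells and 1 = vehicle-only wells; values of inactives mirror those of a sister screen read the other way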
Plk1 PBD FP: Plk1 polo box domain binding inhibitors, primary screen, biochemical, fluorescence polarization; Serine/threonine-protein kinase PLK1 (Homo sapiens), P53350; Plk1 PBD phosphopeptide binding; inhibition, %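 (tested at about 20 µM)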; hit rate 0.13% among 97,000; AID 693, 2007; in the data active = inhibition above about 34%, passing the limit was not always enough
Target sequence (P53350 whole entry, looked up, the tested form may be a part): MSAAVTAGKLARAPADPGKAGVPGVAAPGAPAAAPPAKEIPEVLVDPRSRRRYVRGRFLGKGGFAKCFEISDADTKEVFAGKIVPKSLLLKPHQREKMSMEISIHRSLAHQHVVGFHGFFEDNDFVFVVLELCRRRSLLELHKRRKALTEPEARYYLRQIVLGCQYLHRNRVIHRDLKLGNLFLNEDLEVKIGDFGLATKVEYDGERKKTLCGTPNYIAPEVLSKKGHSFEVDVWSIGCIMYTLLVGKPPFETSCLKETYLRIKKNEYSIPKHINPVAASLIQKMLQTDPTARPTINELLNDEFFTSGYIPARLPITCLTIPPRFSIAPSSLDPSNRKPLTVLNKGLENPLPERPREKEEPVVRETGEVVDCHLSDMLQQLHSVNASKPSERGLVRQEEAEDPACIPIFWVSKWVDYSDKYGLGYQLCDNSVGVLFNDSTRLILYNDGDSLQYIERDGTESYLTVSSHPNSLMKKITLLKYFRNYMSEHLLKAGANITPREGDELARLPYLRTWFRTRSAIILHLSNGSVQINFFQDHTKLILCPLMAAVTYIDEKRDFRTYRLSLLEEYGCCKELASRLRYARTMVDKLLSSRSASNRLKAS
CYP2C19 inh: blockers of cytochrome P450 2C19 activity – biochemical, luminescence, ADME assay, primary screen. CYP2C19 Supersomes, luciferin-H EGE luminescence, 30 min. inhibition, % at 5 µM. hit rate 21% among 96,000;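 active = CYP2C19 inhibition above a set limit at 5 µM in the primary screen, cut at about 50% in these data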;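 also: plate controls were negative control wells for no effect and 2.5 mM tranylcypromine positive control for full effect; values of inactives mirror those of a sister screen read the other way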
EphB4 antag: EphB4-ephrin-B2 interaction antagonists, primary screen, biochemical, TNYL-RAW peptide probe, fluorescence polarization | inhibition, % at 7 µM | hit rate 0.15% among 97,000 | EphB4 LBD / TNYL-RAW-Alexa532 peptide | AID 720, 2007;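 active = inhibition above the screen-wide mean inhibition plus 3 SD, cut at about 15% in these data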;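 also: 0% = DMSO wells and 100% = excess unlabeled TNYL-RAW peptide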
PLK1 kinase inh: human PLK1 kinase inhibitors, primary screen, biochemical, TR-FRET | inhibition, % at 10 µM | recombinant PLK1 kinase, TR-FRET peptide phosphorylation | Serine/threonine-protein kinase PLK1 (Homo sapiens), P53350 | hit rate 0.53% among 97,000 | AID 619, 2007;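 active = inhibition of 50% or more in the single-concentration screen; inactive = inhibition below 50%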;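 also: 0% = DMSO max control and 100% = H-89 dihydrochloride min control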
* marks the source's active call; other numbers are inactive results; nt = not tested or not shown. Rows are unselected; any-hit rate near 29%.

SMILES	Rev-RRE block	CYP2C19 act	PLAP activator	CYP2C9 inhib	CYP2C9 act	Plk1 PBD FP	CYP2C19 inh	EphB4 antag	PLK1 kinase inh
Cc1cc(C(=O)NC(C)C2CCCO2)cs1 (stereo unspecified)	10	1.1	1	-21	1.2	9	-6	0	-10
COc1ccccc1NC(=O)N(Cc1ccco1)Cc1cc2ccc(C)c(C)c2[nH]c1=O	3	0.8	1.6	64*	0.4	-10	22	-12	-15
CCN1CCN(C(c2ccccn2)c2c(NC(=O)c3ccccc3)sc(C)c2C)CC1 (stereo unspecified)	-1	1	1.5	8	0.9	-27	-2	-7	-6
O=C(NCc1cn2ccccc2n1)c1ccc2c(c1)OCO2	0	1	0.9	11	0.9	-24	2	2	-17
COc1ccccc1C1/C(=C(\O)c2c(C)nc3c(C)cccn23)C(=O)C(=O)N1CCCN(C)C (stereo unspecified)	5	nt	nt	nt	nt	-4	nt	-4	-1
CCOCc1nnc(NC(=O)c2c(OC)cccc2OC)s1	16	0.9	0.9	0	1	-12	8	-1	-8
CCCCCn1c(C(Cc2ccccc2)NC(C)=O)nc2ccccc21 (stereo unspecified)	6	0.3	1.3	23	0.8	-8	74*	2	-16
COc1ccc(Cl)cc1C(=O)OCC(=O)NC(=O)c1cccn1C	10	0.8	0.7	-233	3.3*	-5	22	5	-9
CCCC(c1nnnn1CCc1ccccc1)N1CCN(C(=O)c2ccco2)CC1 (stereo unspecified)	7	0.9	1.1	24	0.8	22	14	0	-8
O=c1cc(CO)oc(C(Nc2ccccn2)c2ccc(F)cc2)c1O (stereo unspecified)	1	0.9	1.8	13	0.9	-40	10	1	-11
O=C(Nc1ccc(S(=O)(=O)C(F)F)cc1)c1cccc(S(=O)(=O)N2CCOCC2)c1	3	1.1	1	16	0.8	-2	-5	-1	-4
Cc1cc(C(=O)CN(Cc2ccc(F)cc2)S(=O)(=O)c2ccc3c(c2)OCCO3)c(C)n1C	0	0.4	1.4	66*	0.3	3	60*	-6	-14
O=C(NC1CC2CCCC(C1)N2CC(=O)N1CCCc2ccccc21)C1CCCCC1 (stereo unspecified)	-2	nt	nt	nt	nt	8	nt	2	-17
Nc1nnnn1/N=C/c1ccccn1	6	1.1	1.2	-4	1	5	-5	3	-7
CC(CC(=O)Nc1nncs1)c1ccccc1 (stereo unspecified)	5	nt	nt	nt	nt	0	nt	0	-6
COc1ccc(-n2c(Cc3cccs3)nnc2SCC(=O)Nc2ccc3c(c2)OCCO3)cc1	8	0.4	1.5	61*	0.4	13	56*	1	-6
CCc1nnc(NC(=O)c2ccc(Cl)c(S(=O)(=O)N3CCc4ccccc43)c2)s1	7	0.3	1.9	81*	0.2	19	75*	3	-7
COC(=O)c1ccc(N2CCN(S(=O)(=O)c3ccccc3)CC2)c([N+](=O)[O-])c1	7	0.9	1.1	31	0.7	-4	13	-1	-12
COc1cc(/C=C/C(=O)Nc2ccccc2C(F)(F)F)cc(OC)c1OC	6	0.9	1	6	0.9	-3	10	5	-10
CCOC(=O)c1ccn(-c2nc(-c3ccco3)cc(C(F)(F)F)n2)n1	nt	0.9	1.5	62*	0.4	nt	10	nt	nt
COc1cc2c3c(c1)c(C1=NC(=S)NC1=O)c(O)n3C(C)(C)C=C2C	8	1	1.2	12	0.9	13	-4	6	-5
CCc1cc(C(=O)NNC(=S)Nc2cc(C)ccc2C)cs1	-4	nt	nt	nt	nt	-24	nt	2	-19
CCOC(=O)C1=C(C)NC(SC(C)=O)=NC1c1ccc(OC(C)=O)c(OC)c1 (stereo unspecified)	10	0.1	1.2	62*	0.4	21	90*	-1	-4
Cc1ccccc1NC(=O)c1ccc(-n2cncn2)nc1	7	0	1	85*	0.2	-8	99*	-2	-9
Cc1onc(-c2ccccc2)c1C(=O)NCCN1CCOCC1	nt	1.2	1	-33	1.3	nt	-23	nt	nt
O=C(C1CC1)N1CCN=C1SCc1ccc(F)cc1	5	0.1	1	12	0.9	0	91*	-2	-9
COc1ccc(S(=O)(=O)N2CCC(c3cc(-c4cccc5ccccc45)n[nH]3)CC2)cc1	8	0.8	1.2	31	0.7	-11	15	3	-6
CSCC[C@H](NC(=O)NCCc1ccc(F)cc1)C(=O)O	16	0.3	0.9	14	0.9	1	72*	-2	-3
Cc1ccc(-c2nc(CSCC(=O)N3CCOCC3)c(C)o2)cc1	3	0.8	1.2	20	0.8	-4	20	6	-15
O=C(c1cnc2n(c1=O)CCS2)N1CCN(C(c2ccccc2)c2ccc(Cl)cc2)CC1 (stereo unspecified)	5	0.4	1.4	44	0.6	-13	62*	4	-18
CC1CN(C2CCN(C(=O)c3ccccc3Cl)CC2)CC(C)O1 (stereo unspecified)	4	0.8	1.3	1	1	-4	19	-6	-6
CC(=O)Nc1c(C(=O)O)oc2ccc(Cl)cc12	8	1.1	0.9	4	1	-9	-7	6	-9

Whole records as entered above. Order of values: Rev-RRE block	CYP2C19 act	PLAP activator	CYP2C9 inhib	CYP2C9 act	Plk1 PBD FP	CYP2C19 inh	EphB4 antag	PLK1 kinase inh
Profile of Cc1ccc(-c2nc(CSCC(=O)N3CCOCC3)c(C)o2)cc1 : 3	0.8	1.2	20	0.8	-4	20	6	-15
Profile of CC(=O)Nc1c(C(=O)O)oc2ccc(Cl)cc12 : 8	1.1	0.9	4	1	-9	-7	6	-9
Profile of CC1CN(C2CCN(C(=O)c3ccccc3Cl)CC2)CC(C)O1 (stereo unspecified) : 4	0.8	1.3	1	1	-4	19	-6	-6
Profile of COc1ccc(S(=O)(=O)N2CCC(c3cc(-c4cccc5ccccc45)n[nH]3)CC2)cc1 : 8	0.8	1.2	31	0.7	-11	15	3	-6

Remaining list, next part:
SMILES	Rev-RRE block	CYP2C19 act	PLAP activator	CYP2C9 inhib	CYP2C9 act	Plk1 PBD FP	CYP2C19 inh	EphB4 antag	PLK1 kinase inh
Cc1cc(C)nc(SCCC(=O)Nc2ccccc2)n1	3	0.6	0.8	-24	1.2	11	43	-3	-13
C=CCn1c(=O)n(CCOC)c(=O)c2sc3ccccc3c21	6	0.9	0.9	11	0.9	11	11	-4	-7
C=CCn1c(NCc2ccc(N(C)C)cc2)nc2ccccc21	-1	0	1.1	15	0.9	-4	96*	7	-3
Cc1ccc(-n2c(Cc3cccs3)nnc2SCC(N)=O)cc1	6	0.4	1.1	-1	1	-14	56*	11	-2
NC(=O)c1c(N)sc(=S)n1CC1CCCO1 (stereo unspecified)	6	1	0.8	0	1	12	2	0	2
Cn1c(=O)c2c(ncn2CC(=O)Nc2ccc(N3CCOCC3)cc2)n(C)c1=O	2	1.1	0.8	32	0.7	-20	-8	-3	-12
CN(c1ccc(OCC(=O)N2CCCCC2)cc1)S(=O)(=O)c1cccs1	nt	0.5	1.6	69*	0.3	nt	47	nt	nt
CCOc1ccc(-c2nnn(CC(=O)c3cc(OC)ccc3OC)n2)cc1	7	0.9	1	-57	1.6	-24	12	-2	-20
CCOC(=O)c1sc2nc(SCC#N)n(CC3CCCO3)c(=O)c2c1C (stereo unspecified)	nt	1	0.9	41	0.6	nt	5	nt	nt
O=c1cc[nH]c2c(C(F)(F)F)cccc12	6	1	0.9	-8	1.1	3	4	0	-8
CCCCCn1c(S(=O)(=O)O)nc2ccccc21	4	0.9	1	12	0.9	-3	6	0	-15
Cc1ccc(-c2cc3nc(-c4ccccc4)cc(N4CCOCC4)n3n2)cc1	20	nt	nt	nt	nt	19	nt	-7	-20
O=C(CCN1CCc2ccccc21)c1ccc2c(c1)OCCO2	-4	0.2	1.1	8	0.9	-1	84*	5	-19
Cc1nn(C)cc1CNC(=O)c1ccc(Br)o1	4	0.9	1	8	0.9	-7	14	1	-5
CCOC(=O)c1c(N)sc(C(=O)N(C)C)c1CN1CCOCC1	7	1.1	1.3	15	0.9	-6	-5	6	-6

Source: PubChem BioAssay
